Assay outcomes (PubChem)
TAAR1 antag: human TAAR1 antagonism. AID 624466. 360,000 tested, 1.5% active. Q96RJ0. CHO RD-HGA16 TAAR1, Fluo-8 calcium fluorescence, antagonist. inhibition, % at 3 µM;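 active = inhibition above a per-plate cutoff, the mean inhibition of test compounds on that plate plus 3 SD, cut at about 49% in these data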;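 note: 0% = DMSO plus EC80 beta-PEA response and 100% = DMSO alone without agonist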
Target sequence (Q96RJ0 whole entry, looked up): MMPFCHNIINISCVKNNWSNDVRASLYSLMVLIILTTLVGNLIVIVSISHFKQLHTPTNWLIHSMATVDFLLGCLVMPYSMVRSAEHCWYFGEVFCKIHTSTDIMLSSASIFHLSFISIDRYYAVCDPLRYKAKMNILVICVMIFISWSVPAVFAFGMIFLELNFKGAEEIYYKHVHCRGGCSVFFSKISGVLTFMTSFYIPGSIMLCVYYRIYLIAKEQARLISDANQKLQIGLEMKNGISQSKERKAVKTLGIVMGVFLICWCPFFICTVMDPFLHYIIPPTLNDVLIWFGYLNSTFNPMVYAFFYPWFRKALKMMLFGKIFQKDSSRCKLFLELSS
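System: RD-HGA16 CHO cells with stable hTAAR1 and Gα16 | Probe or stimulus: EC80 β-phenethylamine stimulus | Dosing: 3 µM, single point | Times: Dye loading 75 min at 37 °C, then 30 min room temperature | Measured by: Fluo-8 calcium-sensitive fluorescence | Read-out basis: % inhibition of agonist calcium response | Replicates: n of 1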
GPR7 antag: human neuropeptides B/W receptor 1 antagonism | P48145 | GPR7-expressing cells, fluorescence antagonist assay | inhibition, % at 4.4 µM | 290,000 tested, 1.1% active | AID 1861; in the data active = inhibition above about 16%, passing the limit was not always enough;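 note: cells stimulated with the agonist NPW; 0% = agonist with vehicle and 100% = vehicle without agonist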
Target sequence (P48145 whole entry, looked up): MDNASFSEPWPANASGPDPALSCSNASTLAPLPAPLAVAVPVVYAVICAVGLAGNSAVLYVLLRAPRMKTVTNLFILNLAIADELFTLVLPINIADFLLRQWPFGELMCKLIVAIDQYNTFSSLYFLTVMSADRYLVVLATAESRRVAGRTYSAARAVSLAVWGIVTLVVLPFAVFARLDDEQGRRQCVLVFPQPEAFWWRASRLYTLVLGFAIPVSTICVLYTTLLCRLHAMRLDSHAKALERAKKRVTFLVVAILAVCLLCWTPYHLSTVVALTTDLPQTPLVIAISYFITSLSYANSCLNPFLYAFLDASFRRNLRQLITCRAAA
V1R ag counter: V1a receptor agonism, counter-screen for OXTR agonists | CHO-V1R cells, Fluo-8 calcium fluorescence, agonist mode; 0% DMSO, 100% 3 nM vasopressin | 320,000 tested, 0.25% active | AID 2797 | P37288 | activation, % at 3 µM;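 active = activation above the mean activation of all tested compounds plus 3 SD, per screening run, cut at about 20% in these data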;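 note: signal is peak over basal fluorescence ratio across a 100 second FLIPR read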
OXTR potentiate: potentiators of human oxytocin receptor; activation, % at 3 µM; P30559; CHO-OTR cells, Fluo-8 calcium fluorescence, potentiator mode; 0% = oxytocin EC15, 100% = EC100; AID 2445; 320,000 tested, 0.061% active;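 active = activation above that plate's cutoff, the mean activation of tested compounds plus 3 SD, cut at about 6.6% in these data, passing the limit was not always enough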;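 note: 100% uses oxytocin at 75 nM as the full agonist control; some results filed as inactive read as strong as hits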
Target sequence (P30559 whole entry, looked up): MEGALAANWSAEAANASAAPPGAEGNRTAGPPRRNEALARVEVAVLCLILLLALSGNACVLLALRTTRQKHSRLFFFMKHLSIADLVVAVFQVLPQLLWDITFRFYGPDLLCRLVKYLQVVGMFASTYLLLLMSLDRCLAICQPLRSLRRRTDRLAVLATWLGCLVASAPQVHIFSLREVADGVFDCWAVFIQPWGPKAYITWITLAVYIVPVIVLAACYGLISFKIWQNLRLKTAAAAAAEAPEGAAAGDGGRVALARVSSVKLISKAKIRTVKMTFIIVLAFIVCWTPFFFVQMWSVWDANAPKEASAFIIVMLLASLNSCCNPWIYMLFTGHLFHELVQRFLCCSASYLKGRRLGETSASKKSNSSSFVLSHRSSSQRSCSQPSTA
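test system = CHO-OTR cells, human receptor | compound = single-point 3.0 µM | schedule = 6 min compound pre-incubation at room temperature, 100 s kinetic read | signal = Fluo-8 no-wash calcium dye fluorescence, excitation 470-495 nm, emission 515-575 nm | repeats = single well per compound, singlicate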
CHO-K1 Ca ag: M1 agonist counterscreen hit in parental CHO-K1 cells; Fluo-8 calcium fluorescence; scaled to maximal ATP response, vehicle zero; activation, % at 3 µM; AID 602248; 360,000 tested, 0.48% active; in the data active = activation above about 15%;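 note: untransfected CHO-K1 host cells lacking M1 receptor as counterscreen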
CHO-K1 Ca PAM: nonselective activator or artifact in parental CHO-K1 calcium assay. ATP EC20, Fluo-8 calcium fluorescence; 0% at ATP EC20, 100% at ATP max. activation, % at 3 µM. 360,000 tested, 0.02% active. AID 602247;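 active = activation above the run cutoff, the mean activation of all test compounds plus 3 SD, cut at about 40% in these data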;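 note: peak over basal fluorescence ratio in a 140 s read after ATP addition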
OXTR ag: agonists of human oxytocin receptor; CHO-OTR cells, Fluo-8 calcium fluorescence; normalized: DMSO 0%, oxytocin 100%; 320,000 tested, 0.32% active; activation, % at 3 µM; P30559;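 active = activation above the mean of all tested compounds plus 3 SD, cutoff set per screening run, cut at about 20% in these data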;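 note: peak over basal fluorescence ratio from a 100 s FLIPR kinetic read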
CHO parental Ca: counter-screen: ATP calcium response change in parental CHO cells | parental CHO-K1, ATP-induced calcium, Fluo-8 fluorescence | inhibition, % at 5.6 µM | 330,000 tested, 0.63% active | AID 463079;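 active = inhibition above that plate's mean sample inhibition plus 3 SD, cut at about 26% in these data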;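 note: 0% = ATP-challenged DMSO wells and 100% = DMSO wells without ATP; some compounds past the cut are filed as inactive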
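Material – parental CHO cells · Reagent – ATP stimulus · Compound – single nominal dose of 5.6 µM per compound · Detection – Fluo-8 fluorescence · Read-out basis – percent inhibition of calcium signal · Controls – ATP-challenged DMSO wells low, unchallenged DMSO wells high · Repeats – no replicates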
CHO-K1 Ca antag: M1 antagonist counterscreen hit in parental CHO-K1 cells; inhibition, % at 3 µM; ATP-induced calcium, Fluo-8 fluorescence; AID 602250; 360,000 tested, 0.6% active;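 active = inhibition above a per-plate cutoff, the plate's mean sample inhibition plus 3 SD, cut at about 24% in these data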;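 note: 0% = DMSO plus EC80 ATP and 100% = DMSO alone without ATP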
The depositor's hits bear a star; . = no result given.

1) CCN(CC)S(=O)(=O)c1ccc(C(=O)NCC(=O)N/N=C/c2ccccc2OC)cc1
2) COc1ccccc1NC(=O)c1ccccc1C(=O)N(C)Cc1ccccc1
3) Cc1c(Cl)cccc1NC(=S)N1CCOCC1
4) N#CCCSc1ccccc1NC(=O)c1cc(=O)c2ccccc2o1
5) CC1CCCCN1CCCNc1c(C=O)c(=O)[nH]c2ccccc12 (stereo unspecified)
assay / entry	1	2	3	4	5
TAAR1 antag	17	-5	-2	0	15
GPR7 antag	-8	.	-15	5	-17
V1R ag counter	7.2	1.8	0.6	-0.3	.
OXTR potentiate	2	-1	-10	-18	.
CHO-K1 Ca ag	2.3	0.7	0.1	3.9	3.6
CHO-K1 Ca PAM	-2	10	7	4	10
OXTR ag	2.6	1.7	0.1	-0.1	.
CHO parental Ca	-7	-6	-5	-22	.
CHO-K1 Ca antag	-9	-18	8	-14	-10

6) N#Cc1c(NCCCO)nc(-c2ccco2)c2c1CCCC2
7) CCCC(C)c1oc(=O)cc(O)c1C (stereo unspecified)
8) COc1cc(/C=C(\C#N)c2ccccn2)cc(OC)c1O
9) Cc1nccn1CC(=O)N/N=C/c1c[nH]c2ccccc12
10) Cc1cc(N2CCCCC2)nc(-c2ccc(Br)cc2)n1
assay / entry	6	7	8	9	10
TAAR1 antag	4	-21	-8	-35	-12
GPR7 antag	-11	.	-2	-7	-7
V1R ag counter	-1.9	.	4.2	-0.1	-0.8
OXTR potentiate	-11	.	-4	1	-5
CHO-K1 Ca ag	0.3	0.1	4.4	0.5	6.8
CHO-K1 Ca PAM	20	8	12	16	11
OXTR ag	-2.6	.	5.0	-0.1	-0.5
CHO parental Ca	-14	-12	-1	-6	2
CHO-K1 Ca antag	-19	-7	-3	-4	-11

11) CCC(C)C(NC(=O)c1ccccc1NC(=O)c1ccc(C)cc1)C(=O)O (stereo unspecified)
12) Cc1noc(/C=C/c2ccco2)c1S(=O)(=O)N1CCC(C(=O)N2c3ccccc3CC2C)CC1 (stereo unspecified)
13) CC(C)CCn1c(CN2CCN(C(=O)c3ccco3)CC2)nc2c1c(=O)n(C)c(=O)n2C
14) Cn1cc(C(=O)c2ccc(Cl)cc2Cl)cc1C(=O)N/N=C(\N)COc1ccc(Cl)cc1
15) COc1ccc(Cl)cc1C(=O)Nc1nc(C)cc(C)n1
assay / entry	11	12	13	14	15
TAAR1 antag	-6	5	3	25	1
GPR7 antag	-10	1	10	-5	8
V1R ag counter	0.7	-0.3	-0.1	1.2	-0.3
OXTR potentiate	3	-4	-4	-10	-7
CHO-K1 Ca ag	0.1	-0.4	0.1	0.4	0.8
CHO-K1 Ca PAM	7	-9	5	-20	11
OXTR ag	0.8	-0.4	-0.7	2.1	-1.0
CHO parental Ca	-11	-4	0	-19	-6
CHO-K1 Ca antag	-2	26*	9	3	-10

16) CN1CCN(C(=O)CCN2C(=O)/C(=C\c3ccccc3F)SC2=S)CC1
17) CC(C(=O)NC1CCCCCC1)c1ccc([N+](=O)[O-])cc1 (stereo unspecified)
18) CC(C)c1ccc(S(=O)(=O)N2CCN(C(=S)NCc3ccco3)CC2)cc1
19) Cc1nn(-c2cc(C)c3ccccc3n2)c2c1C1C(C2)C1(C)C (stereo unspecified)
20) O=C1CC(c2cccc(O)c2)Oc2ccccc21 (stereo unspecified)
assay / entry	16	17	18	19	20
TAAR1 antag	-23	-2	12	-3	11
GPR7 antag	-6	0	0	-11	.
V1R ag counter	1.4	1.1	3.0	-0.4	5.0
OXTR potentiate	-5	-8	-8	-8	-5
CHO-K1 Ca ag	1.1	-0.2	1.5	-0.3	1.2
CHO-K1 Ca PAM	1	12	14	-13	-6
OXTR ag	1.4	-1.4	2.1	-1.0	3.5
CHO parental Ca	-18	-12	-12	-13	-12
CHO-K1 Ca antag	-7	12	-5	6	8

Entries by screen from the list.
CHO parental Ca, compounds 8 to 17: -1, -6, 2, -11, -4, 0, -19, -6, -18, -12
GPR7 antag, compounds 8 to 17: -2, -7, -7, -10, 1, 10, -5, 8, -6, 0

More results.
21) CCOC(=O)CN1C(=N)N(c2nc(NC(C)C)nc(OC)n2)CC1=O
22) Nc1ccc(-c2nc3ccccc3[nH]2)cc1
23) CCOC(=O)C1(Cc2ccccc2)CCCN(S(=O)(=O)N(C)C)C1 (stereo unspecified)
24) Cc1[nH]c(C(=O)N/N=C/c2ccc(C(=O)O)cc2)c(C)c1C(=O)N/N=C/c1ccc(C(=O)O)cc1
25) O=c1c2c(-c3ccc(Cl)cc3)csc2nc2n1CCC2
assay / entry	21	22	23	24	25
TAAR1 antag	-11	-4	-10	-13	-16
GPR7 antag	-14	-3	-2	-3	2
V1R ag counter	0.4	0.8	-0.4	0.3	-1.3
OXTR potentiate	-7	3	-4	-1	-3
CHO-K1 Ca ag	-0.4	0.3	0.8	-0.7	-0.2
CHO-K1 Ca PAM	-1	9	0	-2	31
OXTR ag	-0.3	0.1	-1.3	0.2	-1.3
CHO parental Ca	5	-1	-11	-12	-18
CHO-K1 Ca antag	-10	-9	-16	11	-14

26) O=C1c2ccccc2C(=O)N1c1ccc(S(=O)(=O)N2CCCCC2)cc1
27) COc1ccc(S(=O)(=O)N2CCOCC2)cc1NC(=O)c1cccs1
28) Cn1ncc(Oc2ccc([N+](=O)[O-])cc2)c(Cl)c1=O
29) COc1ccc(S(=O)(=O)N2CCCC(C(=O)NCc3ccncc3)C2)cc1Cl (stereo unspecified)
30) COc1ccc(CNC(=O)/C=C/c2ccc(S(=O)(=O)NCc3ccco3)cc2)cc1OC
assay / entry	26	27	28	29	30
TAAR1 antag	-4	12	-11	7	-26
GPR7 antag	-6	.	4	-2	1
V1R ag counter	1.3	0.7	0.0	1.8	3.1
OXTR potentiate	-3	-4	-6	-11	-3
CHO-K1 Ca ag	3.1	0.1	15*	1.5	2.4
CHO-K1 Ca PAM	14	-9	3	2	-6
OXTR ag	1.6	-1.4	-1.4	2.8	2.7
CHO parental Ca	-12	-12	-10	-21	-12
CHO-K1 Ca antag	-15	1	7	-9	9

31) COc1cc(NC(=O)c2cc(C(C)C)on2)cc(OC)c1OC
32) CS(=O)(=O)N(CC(=O)NCC1CCCO1)c1cccc(Cl)c1 (stereo unspecified)
33) O=C(CC12CC3CC(CC(C3)C1)C2)NCC(=O)OCc1cc(=O)oc2ccc3ccccc3c12
34) CCOC(=O)[C@]12CCCC=C1N(Cc1ccc3c(c1)OCO3)C(=O)[C@H](CC(=O)N1CCC(c3ccccc3)CC1)C2
35) Cc1ccc(OCCC(=O)OCC(=O)Nc2ccc(C)cc2Cl)cc1
assay / entry	31	32	33	34	35
TAAR1 antag	5	-1	12	6	-32
GPR7 antag	-1	-2	-8	.	.
V1R ag counter	0.1	1.5	0.4	.	-1.0
OXTR potentiate	1	-2	-14	.	-6
CHO-K1 Ca ag	0.0	-0.8	0.4	2.2	0.6
CHO-K1 Ca PAM	15	-8	20	33	4
OXTR ag	-1.0	1.3	-0.6	.	-2.8
CHO parental Ca	-13	-18	-8	.	-8
CHO-K1 Ca antag	-1	19	-7	-31	-3

36) O=C(O)CCCn1cc(NC(=O)c2ccc(F)cc2)cn1
37) O=C(Nc1c(F)cccc1F)C1CCN(C(=O)c2cccs2)CC1
38) COc1cc2c(cc1OC)-c1nnc(-c3cccs3)n1C(C)(C)C2
39) Cc1ccc(NC(=O)c2cc(=O)[nH]c3ccccc23)cc1C
40) CC(C)n1cnnc1SCC(=O)NNC(=O)COc1ccc(Cl)cc1
assay / entry	36	37	38	39	40
TAAR1 antag	9	0	50*	11	-9
GPR7 antag	-8	1	11	2	.
V1R ag counter	1.4	2.1	0.5	.	-0.3
OXTR potentiate	2	-10	-2	.	-2
CHO-K1 Ca ag	-0.2	-0.8	1.6	0.8	1.5
CHO-K1 Ca PAM	8	11	4	23	11
OXTR ag	1.2	-0.1	-0.4	.	-0.3
CHO parental Ca	-8	-4	-9	.	-8
CHO-K1 Ca antag	1	-4	-1	-19	-4

41) COc1ccccc1N1CCN(c2nc(C)nc3c2oc2ccccc23)CC1
42) O=C(NCc1ccc2c(c1)OCO2)c1nn(-c2ccccc2)c(=O)c2ccccc12
43) Cn1c(C(=O)NC2CCCCC2)cc2sccc21
44) C#CCn1c(=NC(=O)c2sc3ccccc3c2Cl)sc2cc(S(N)(=O)=O)ccc21
45) O=C(Nc1ccc(S(=O)(=O)Nc2nccs2)cc1)c1ccc(N2C(=O)c3ccccc3C2=O)cc1
assay / entry	41	42	43	44	45
TAAR1 antag	19	23	16	-5	-3
GPR7 antag	5	-2	-10	-1	7
V1R ag counter	-1.5	1.1	-1.8	0.4	0.6
OXTR potentiate	-4	-15	-2	-3	6
CHO-K1 Ca ag	2.3	1.2	0.0	0.5	0.9
CHO-K1 Ca PAM	8	10	6	13	17
OXTR ag	-1.1	-2.2	-1.6	0.6	0.8
CHO parental Ca	-27	-13	-9	8	-1
CHO-K1 Ca antag	4	1	-34	-6	1

The last 2 entries of the part before open the next one:
44) C#CCn1c(=NC(=O)c2sc3ccccc3c2Cl)sc2cc(S(N)(=O)=O)ccc21
45) O=C(Nc1ccc(S(=O)(=O)Nc2nccs2)cc1)c1ccc(N2C(=O)c3ccccc3C2=O)cc1
46) CC(C)N1CC(C(=O)Nc2ccc(S(=O)(=O)N3CCCCC3)cc2)CC1=O (stereo unspecified)
47) O=C(O)/C=C/c1cn(-c2ccccc2)nc1-c1ccccc1
48) O=C(/C=C/c1ccco1)Nc1ccccc1C(=O)Nc1cccc(C(=O)O)c1
49) COc1ccc(-c2[nH]nc3oc(=O)c(CCO)c(C)c23)cc1
50) O=C(CN1CCCC1c1cccs1)N1CCN(S(=O)(=O)c2ccccc2)CC1 (stereo unspecified)
51) O=C(Cc1ccccc1)Nc1nc(-c2cccs2)cs1
assay / entry	44	45	46	47	48	49	50	51
TAAR1 antag	-5	-3	-12	-9	-29	6	-23	19
GPR7 antag	-1	7	-4	3	-5	-7	.	2
V1R ag counter	0.4	0.6	-0.4	6.8	0.3	0.5	.	-1.3
OXTR potentiate	-3	6	-1	-11	2	-8	.	-11
CHO-K1 Ca ag	0.5	0.9	-0.4	0.8	5.5	0.4	-0.1	-0.7
CHO-K1 Ca PAM	13	17	0	10	-5	14	14	-2
OXTR ag	0.6	0.8	0.5	3.2	0.5	-0.2	.	-2.2
CHO parental Ca	8	-1	6	-12	15	-9	.	-12
CHO-K1 Ca antag	-6	1	-6	2	4	-11	-1	-2
